# MEP2 TOR yeast – modulators of MEP2-GFP levels in yeast, primary screen, S. cerevisiae, multiplex flow cytometry, MLPCN library. actives 0.51% (n = 330,000). S. cerevisiae MEP2-GFP strain, 3 h; 100% = DMSO control level. GFP response vs DMSO, % at 10 µM. AID 2016, 2009;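 active means GFP response versus DMSO above a set limit, roughly screen mean plus 3 SD, cut at about 180% in these data; inconclusive means fewer than 70 cells counted for a yeast strain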;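 further: median GFP fluorescence of the barcode-gated MEP2-GFP cells per well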
# GASC-1 inh – inhibitors of GASC-1 histone demethylase, primary screen, biochemical, fluorescence, DELFIA europium. Lysine-specific demethylase 4C (Homo sapiens), Q9H3R0. GST-JMJD2C(1-420) H3K9me3 demethylation. inhibition, % at 2.35 µM. actives 0.069% (n = 330,000). AID 2099, 2009;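 active means more than half of a compound's replicate wells show inhibition beyond 50%, single wells judged on their own value; inconclusive means some, but no more than half, of replicates pass 50% inhibition; inactive means no replicate passes 50% inhibition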;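 further: signal counts dimethyl H3K9 product captured on neutravidin plate; 0% = median of DMSO wells and 100% = 0.3 times that DMSO median; strong numbers were not always called active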
# LAP4 TOR yeast – modulators of LAP4-GFP expression in yeast, primary screen, S. cerevisiae, multiplex flow cytometry, MLPCN library | GFP response vs DMSO, % at 10 µM | 3 h; median GFP as percent of DMSO wells | actives 0.34% (n = 320,000);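 active means GFP response vs DMSO above a set limit, about the screen mean plus 3 SD, cut at about 150% in these data; inconclusive means under 70 cell events counted for the yeast strain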
# VLA-4 inh – inhibition in human VLA-4 binding assay, primary screen, VLA-4 allosteric modulator project, MLPCN library, flow cytometry, VLA-4 expressing cells; Integrin alpha-4 (Homo sapiens), P13612; ligand binding flow cytometry; inhibition, % (about 7 µM as worked out from the volumes in the protocol); actives 0.2% (n = 330,000); AID 2557, 2010; in the data active means inhibition above about 50%
# Target sequence (P13612 whole entry, looked up): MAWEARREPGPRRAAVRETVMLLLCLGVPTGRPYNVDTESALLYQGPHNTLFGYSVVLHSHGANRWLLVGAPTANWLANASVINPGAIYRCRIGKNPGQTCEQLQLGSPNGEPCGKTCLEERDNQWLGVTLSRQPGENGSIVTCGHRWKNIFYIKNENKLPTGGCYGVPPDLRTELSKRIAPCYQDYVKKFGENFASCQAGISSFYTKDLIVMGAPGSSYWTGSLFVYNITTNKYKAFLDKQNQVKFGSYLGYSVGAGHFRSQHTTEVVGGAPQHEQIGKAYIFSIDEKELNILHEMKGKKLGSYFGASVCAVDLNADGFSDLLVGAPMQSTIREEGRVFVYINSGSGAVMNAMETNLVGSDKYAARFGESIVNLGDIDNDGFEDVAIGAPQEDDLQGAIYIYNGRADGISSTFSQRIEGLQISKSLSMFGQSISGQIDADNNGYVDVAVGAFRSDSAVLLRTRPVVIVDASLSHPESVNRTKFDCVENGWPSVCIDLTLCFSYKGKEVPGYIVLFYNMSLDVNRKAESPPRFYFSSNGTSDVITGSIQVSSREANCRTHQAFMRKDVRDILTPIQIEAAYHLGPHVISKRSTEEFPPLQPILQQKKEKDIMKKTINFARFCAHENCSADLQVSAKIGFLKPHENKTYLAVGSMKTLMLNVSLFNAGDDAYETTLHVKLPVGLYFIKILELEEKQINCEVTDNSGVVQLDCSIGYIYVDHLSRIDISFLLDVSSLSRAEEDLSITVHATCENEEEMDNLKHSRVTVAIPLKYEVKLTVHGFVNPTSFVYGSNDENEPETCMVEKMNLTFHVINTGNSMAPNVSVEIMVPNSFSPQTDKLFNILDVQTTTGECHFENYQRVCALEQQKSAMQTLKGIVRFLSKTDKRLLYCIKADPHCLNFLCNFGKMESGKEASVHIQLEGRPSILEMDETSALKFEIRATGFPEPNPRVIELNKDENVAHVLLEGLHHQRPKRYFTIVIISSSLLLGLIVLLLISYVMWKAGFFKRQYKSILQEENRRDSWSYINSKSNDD
# CIT2 TOR yeast – modulators of CIT2-GFP expression in yeast, primary screen, S. cerevisiae, GFP fusion, multiplex flow cytometry, MLPCN library. GFP response vs DMSO, % at 10 µM. actives 0.065% (n = 320,000). S. cerevisiae CIT2-GFP strain, 3 h; 100 means same as DMSO wells;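 active means GFP response relative to DMSO above a set limit, near the screen mean plus 3 SD, cut at about 150% in these data; inconclusive means Fewer than 70 cells measured for a yeast strain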;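 further: ratio of well median GFP fluorescence to mean of DMSO wells on the plate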
# AGP1-GFP MLPCN – modulators of AGP1-GFP expression in yeast TOR pathway, primary screen, cell-based, multiplex flow cytometry, S. cerevisiae, MLPCN library | GFP response vs DMSO, % at 10 µM | actives 0.02% (n = 320,000) | 3 h; GFP as percent of DMSO wells;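 active means GFP response relative to DMSO above a set limit, near screen average plus 3 SD, cut at about 150% in these data; inconclusive means fewer than 70 cells counted for the yeast strain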;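 further: median GFP channel fluorescence of the gated AGP1 strain per well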
# GRK2 aptamer HTS – compounds blocking aptamer binding on GRK2 – biochemical, human GRK2, bead flow cytometry, HTS, primary screen. Beta-adrenergic receptor kinase 1 (Homo sapiens), P25098. inhibition of aptamer binding, % at 10 µM. actives 0.59% (n = 330,000). FAM-aptamer displacement from GRK2. AID 488847, 2010;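 active means inhibition of aptamer binding above 40%, roughly 3 SD of noise, on plates passing a quality check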;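 further: median bead fluorescence of bound FAM aptamer so fluorescent compounds give negative values; no value below 0 was filed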
# RPL19A-GFP yeast – RPL19A-GFP expression modulators in yeast, primary screen, cell-based, S. cerevisiae, multiplex flow cytometry, MLPCN. S. cerevisiae RPL19A-GFP strain, 3 h; hits give low values. percent response vs DMSO, % at 10 µM. actives 0.3% (n = 330,000). AID 2025, 2009;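 active means percent response vs DMSO below 50%; inconclusive means fewer than 70 events counted for the yeast strain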;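 further: median channel GFP fluorescence of the barcoded RPL19A-GFP strain; ratio of sample median GFP to plate DMSO average so 100% = DMSO; lower means less RPL19A-GFP as with rapamycin TOR inhibition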
# An asterisk follows results filed as active; ? = inconclusive; / = no result given; [ ] = dose if it differs, or a comment.
SMILES,MEP2 TOR yeast,GASC-1 inh,LAP4 TOR yeast,VLA-4 inh,CIT2 TOR yeast,AGP1-GFP MLPCN,GRK2 aptamer HTS,RPL19A-GFP yeast
CCOc1ccccc1CNS(=O)(=O)c1cnc[nH]1,99.3,-29.2,88.3,-2.0,100.8,91.3,3.0,96.4
CC(=O)Nc1nc(SCCCc2ccccc2)n[nH]1,104.1,0.7,100.5,-2.8,102.4,102.3,0.0,100.0
Oc1ccc(-n2cccc2/C=N/n2cnnc2)cc1,98.6,-11.8,94.6,0.0,101.6,101.6,1.0,97.5
O=C(NCCC1=CCCCC1)c1cc(S(=O)(=O)N2CCCCC2)ccc1Cl,100.3,-3.6,100.0,-13.0,106.4,104.1,1.0,101.0
CCC(=O)NC(c1ccccc1OC)c1ccc2cccnc2c1O (centres undefined),101.9,1.8,95.0,8.8,98.5,115.9,1.0,100.1
NS(=O)(=O)c1cccc(NC(=O)COC(=O)CN2C(=O)c3ccccc3C2=O)c1,110.1,-0.2,115.7,5.0,110.4,112.4,1.0,110.7
O=C(Nc1cccc(C(=O)N2CCOCC2)c1)c1cncc(Br)c1,101.1,-4.7,93.9,7.6,99.5,108.6,1.0,99.3
C[C@H](NC(=O)OCc1ccccc1)C(=O)N[C@@H](Cc1c[nH]c2ccccc12)C(=O)O,102.5,-2.4,98.0,18.9,93.4,105.3,0.0,101.1
CSc1ncc(CN2CCCC(C(=O)c3ccc(C(C)(C)C)cc3)C2)cn1 (centres undefined),101.1,-8.1,92.1,14.1,102.8,100.7,1.0,103.2
CC(C)NC(=O)CNc1ccc(C(F)(F)F)cc1[N+](=O)[O-],100.9,5.2,101.6,6.0,98.8,105.0,1.0,115.3
COC(=O)c1ccc(C2/C(=C(/O)c3ccc(OC)cc3)C(=O)C(=O)N2CC2CCCO2)cc1 (centres undefined),102.9,-5.9,95.7,-4.2,95.8,104.3,1.0,96.9
CCOCCCNC(=O)C(NC(=O)c1cnccn1)c1ccc(OC)cc1 (centres undefined),104.3,-7.0,100.0,-13.2,106.6,97.8,0.0,97.2
CC(C)N(C(=O)Cn1cc(SCC(N)=O)c2ccccc21)C(C)C,106.7,-0.6,104.2,6.8,103.6,103.2,4.0,91.1
COc1cc(S(=O)(=O)N2CCCN(C)CC2)ccc1NC(C)=O,101.7,-5.9,88.1,10.6,94.6,83.3,2.0,96.9
COc1ccc(Cl)cc1NCCC(O)c1ccc(F)cc1 (centres undefined),98.5,-1.1,115.9,-3.9,81.5,85.4,0.0,98.5
Cc1ccc(Cl)cc1NS(=O)(=O)Cc1ccccc1,131.8,0.3,94.1,8.2,93.2,91.7,3.0,96.8
Cc1ccc(S(=O)(=O)Nc2cc(C)on2)cc1,89.9,15.4,73.7,6.4,83.2,86.6,1.0,94.0
c1ccc2c(c1)Nc1cc3ccccc3cc1S2,93.7,3.4,107.0,-5.1,85.6,95.8,0.0,91.0
CNCCOc1nc(N2CCOCC2)nc(C)c1[N+](=O)[O-],105.2,2.6,87.9,6.1,96.3,95.0,0.0,102.4
CCOC(=O)c1c(C)[nH]c(N=Nc2ccccc2C)c1C,97.7,12.6,96.5,-2.8,94.4,95.9,4.0,96.7
O=C(O)CCN1C(=O)/C(=C2\C(=O)N(Cc3ccccc3Cl)c3ccccc32)SC1=S,104.4,-7.4,94.0,1.0,99.2,99.4,7.0,108.8
CCCCc1ncc(CN2CCC(n3nccc3NC(=O)c3ccccc3Cl)CC2)[nH]1,?,-1.6,83.2[may fluoresce red],-7.5,93.7[may fluoresce red],86.9[may fluoresce red],0.0,?
COc1cccc(SCc2noc(C(=O)NCC3CC3)c2C(=O)NCC2CC2)c1,91.3,14.6,113.1,-7.4,93.6,92.7,8.0,101.7
CCc1ccc(CNC(=O)c2ccc(NC(=O)C3=CSCCO3)cc2)cc1,110.6,2.4,123.4,-5.7,114.5,122.1,2.0,108.1
O=C(CCCC(=O)c1ccc(F)cc1)c1ccc(F)cc1,102.6,-4.2,100.9,6.2,98.5,92.5,0.0,106.3
COc1ccc2[nH]cc(CCNC(=O)c3ccc([N+](=O)[O-])cc3)c2c1,100.0,9.2,104.4,-4.0,99.9,102.3,0.0,99.8
COc1cccc(-c2cc(C(F)(F)F)nc(-n3cc(C)cn3)n2)c1,100.0,-10.4,99.7,3.6,102.2,103.1,0.0,98.2
O=C(c1ccco1)N1CCN(Cc2ccc(F)cc2Cl)CC1,99.9,6.3,90.9,0.3,99.2,101.4,2.0,105.4
COc1ccc(/C=C(\C#N)C(=O)NCc2cccnc2)cc1OC,93.0,-0.8,107.2,16.1,96.3,106.5,2.0,98.4
Cc1nnc(NC(=O)CSc2nnc(CCc3nc4ccccc4[nH]3)n2C)s1,107.0,2.6,103.0,-2.3,99.8,98.9,3.0,102.0
CC1CCCN(CCCNC(=O)c2nn(C)c3c2CSc2ccccc2-3)C1 (centres undefined),99.2,-36.3,92.2,1.6,96.6,97.2,0.0,102.5
O=C(COc1ccccc1)Nc1ccc(N2CCCCC2)cc1,95.6,23.8,100.2,-1.5,80.0,106.0,0.0,95.6
Cc1ccc(CCNC(=O)CN(c2cc(C)cc(C)c2)S(=O)(=O)c2c(C)noc2C)cc1,100.6,1.7,89.9,0.7,97.7,95.5,1.0,100.0
COc1ccc(CCC(=O)OCC(=O)Nc2ccccc2)cc1,105.1,-4.3,101.6,2.5,106.8,99.4,0.0,105.1
COC(=O)Cc1ccc(NC(=S)N2CCN(CCO)CC2)cc1,101.0,-5.6,106.0,11.1,107.0,112.1,0.0,107.1
Cc1ccc(C(=O)NN=C2CCCCCC2)s1,99.5,5.7,80.1,3.0,102.5,95.6,17.0,105.3
CN/C(=C\[N+](=O)[O-])NCCSCc1csc(CN(C)C)n1,92.5,135.4,95.9,8.1,76.2,78.9,39.0,92.6
COc1ccc(S(=O)(=O)NCc2cccs2)cc1,100.3,13.0,97.1,-34.8,92.4,100.2,22.0,99.6
Cn1cccc1C(=O)NC(=O)CSc1cccc[n+]1[O-],91.3,-1.6,/,2.5,88.7,88.8,6.0,90.8
CC(=O)Nc1ccc(S(=O)(=O)N2CCCN(S(=O)(=O)c3ccc(C)cc3)CC2)cc1,93.0,?,95.8,1.0,98.8,95.0,0.0,93.7
O=C1Nc2ccccc2/C1=N/c1sc2c(c1C(=O)NCCc1ccccc1)CCCC2,94.9,-12.7,94.8,-10.1,96.8,90.3,4.0,86.9
CSc1ccccc1C(=O)Nc1cccc(C(C)=O)c1,102.3,0.3,102.1,2.4,105.2,92.5,0.0,/
COc1ccc(OC)c(S(=O)(=O)N2CCN(Cc3ccccc3)CC2)c1,102.2,139.7,97.0,10.3,98.2,96.4,0.0,101.1
CCOC(=O)c1ccc(N/C=C\C(=O)c2cccc(OC)c2)cc1,98.4,-1.9,91.2,22.6,95.4,101.3,2.0,98.0
c1cnc2ccc(C(c3nnnn3C3CCCC3)N3CCN(c4nc5ccccc5s4)CC3)cc2c1 (centres undefined),98.6,5.7,96.1,24.0,102.8,103.7,2.0,101.4
COc1ccccc1C(CC(=O)N1CCCC1)c1ccc2c(c1)OCO2 (centres undefined),95.9,5.5,94.4,9.7,88.0,91.2,9.0,91.9
O=C(CSc1ncccc1-c1nc2ccccc2[nH]1)NC1CC1,93.6,-3.0,93.5,-22.7,102.7,94.3,0.0,93.8
O=C(c1ccc(NS(=O)(=O)c2ccc(F)cc2)cc1)N1CCC1,100.1,-40.3,100.2,4.6,89.6,99.3,0.0,93.2
Cc1cc(C)c(C(=O)COC(=O)Cn2nc(-c3ccccc3)oc2=O)cc1C,95.8,4.2,97.5,12.1,102.9,98.5,0.0,96.0
COc1cc(-c2c(C#N)c(N)nc3c2CCCC3)cc(OC)c1OC,105.5,8.5,101.7,-18.3,96.8,97.6,0.0,98.8
Cc1ccc(C)c(N2CCN(C(=O)c3cc(S(=O)(=O)N4CCCC4)cn3C)CC2)c1,101.3,-2.7,109.5,4.3,96.6,98.6,0.0,94.8
O=C(Nc1ccon1)c1cccc(S(=O)(=O)N2CCCCCC2)c1,107.1,10.0,100.1,-4.7,105.7,111.4,8.0,100.8
O=c1c2sccc2[nH]c(=S)n1-c1ccccc1,97.4,2.1,106.6,0.2,105.0,111.8,0.0,102.0
CCCc1nnc(SCC(=O)Nc2cc(C)on2)n1CCOC,91.0,-4.4,96.9,0.3,106.9,103.4,0.0,102.7
CC(C)(C)NC(=O)CSC(=Nc1cccc(F)c1)NC#N,100.0,21.1,96.3,3.8,96.5,97.1,1.0,100.3
Cc1cc2nc(N3CCN(C(=O)c4ccco4)CC3)sc2cc1C,95.4,-2.1,116.5,-5.6,84.1,100.2,1.0,95.8
O=C(C[n+]1cc(-c2ccc(Cl)c(Cl)c2)n2c1CCC2)N1c2ccccc2Sc2ccccc21,100.9,-4.9,95.0,/,93.1,100.9,0.0,100.2
O=C1CC(C(=O)Nc2cccc3ccccc23)C2(CCCC2)O1 (centres undefined),107.1,-3.8,102.2,-8.0,102.2,107.3,0.0,103.7
CCCN1Cc2cccc(C(=O)NCc3ccc(C)cc3)c2C1=O,92.9,8.5,90.6,11.4,99.6,96.7,2.0,104.2
O=C(CN1CCN(Cc2ccccc2)CC1)Nc1ccc([N+](=O)[O-])cc1C(=O)Nc1ccccc1F,112.2,3.8,100.4,2.3,105.2,111.5,3.0,106.9

# Two compounds drawn at random from the list so far, as already listed:
SMILES,MEP2 TOR yeast,GASC-1 inh,LAP4 TOR yeast,VLA-4 inh,CIT2 TOR yeast,AGP1-GFP MLPCN,GRK2 aptamer HTS,RPL19A-GFP yeast
Cc1cc2nc(N3CCN(C(=O)c4ccco4)CC3)sc2cc1C,95.4,-2.1,116.5,-5.6,84.1,100.2,1.0,95.8
Cc1ccc(C)c(N2CCN(C(=O)c3cc(S(=O)(=O)N4CCCC4)cn3C)CC2)c1,101.3,-2.7,109.5,4.3,96.6,98.6,0.0,94.8

# Other structures follow.
SMILES,MEP2 TOR yeast,GASC-1 inh,LAP4 TOR yeast,VLA-4 inh,CIT2 TOR yeast,AGP1-GFP MLPCN,GRK2 aptamer HTS,RPL19A-GFP yeast
CC(c1ccco1)N(C(=O)c1ccccc1F)c1ccccn1 (centres undefined),101.4,8.0,96.0,0.7,102.0,102.4,1.0,101.6
CN(C)C(=O)NC1CCCCCCCCCCC1,96.6,5.2,100.3,10.5,92.9,100.9,4.0,97.4
O=C(Nc1nnc(Cc2ccccc2)s1)c1ccco1,100.7,-3.4,101.0,0.1,95.8,91.8,0.0,97.4
Cc1ccc(-c2nc3c(c(SCC(=O)N4CCOCC4)n2)Cc2c(CO)cnc(C)c2O3)cc1,90.9,6.1,96.9,-1.3,99.0,106.5,0.0,97.8
C/C(=N\Nc1ccc(C)c(Cl)c1)c1cccnc1,107.3,-3.2,94.7,-2.1,110.8,99.6,2.0,100.9
CSc1ccccc1NC(=O)Nc1ccccc1,99.0,-2.9,91.5,0.0,102.4,93.4,0.0,95.6
O=C(O)c1cc(-c2ccccc2)on1,100.5,27.2,100.5,19.7,102.5,96.7,5.0,99.1
Cc1ccc(C(=O)OC2OC(=O)C(Cl)=C2N2CCOCC2)cc1 (centres undefined),110.4,-0.9,102.9,16.0,101.4,100.4,1.0,97.7

# Screens (PubChem BioAssay)
